KLK5 inh – human KLK5 protease inhibitors, primary screen, biochemical, 1536-well. actives 0.59% (n = 210,000). inhibition, % at 5 µM. AID 873, 2007. Kallikrein-5 (Homo sapiens), Q9Y337. recombinant hK5, fluorogenic AMC substrate cleavage;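 active = inhibition of 40% or more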;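 note: 0% = enzyme controls without compound and 100% = no-enzyme blanks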
Wee1 degr inh – Wee1 degradation inhibitors, primary screen, cell-based, HeLa, Wee1K328M-luciferase, luminescence; AID 1321, 2008; actives 1.2% (n = 220,000); HeLa Luc-Wee1K328M stability; 100% = proteasome inhibitor MG132 effect; reporter increase, % at 5 µM;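 active = activation above the mean of all tested compounds plus 3 SD, set per screening run, cut at about 8.8% in these data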;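 note: cells exposed to compound for 20 h before luminescence read; 0% = DMSO alone and 100% = MG132 at 30 µM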
eIF4E 4G PPI – eIF4E–eIF4G protein interaction inhibitors, primary screen, biochemical, uHTS, TR-FRET, eIF4GI fragment; Eukaryotic translation initiation factor 4E (Mus musculus) + Eukaryotic translation …; TR-FRET eIF4E-eIF4GI(517-606) binding, 2 h; inhibition, % at 21.7 µM; actives 0.37% (n = 220,000); AID 782, 2007;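 active = inhibition above about 30%, limit read from the data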;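 note: 0% = full FRET control wells and 100% = background wells lacking eIF4GI fragment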
FXIIa inh – human FXIIa protease inhibitors, primary screen, biochemical, 1536-well; Coagulation factor XII (Homo sapiens), P00748; purified FXIIa, Boc-QGR-AMC fluorogenic substrate, 2 h; inhibition, % at 5 µM; actives 0.3% (n = 220,000); AID 800, 2007; in the data active = inhibition above about 40%;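 note: 0% = enzyme with no compound and 100% = blank without enzyme; many of its hits are not listed in these tables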
Mdm2 ligase inh – MDM2-luciferase reporter signal enhancers, primary screen, MDM2 E3 ligase inhibitor project, cell-based, luminescence, 1536-well; actives 0.11% (n = 210,000); E3 ubiquitin-protein ligase Mdm2 (Homo sapiens), Q00987; cell-based MDM2 ubiquitination luciferase reporter, 2 h; 0 = plate control, 100 = twice control, blank-subtracted; signal enhancement, % at 5 µM;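 active = signal enhancement of 30% or more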;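 note: luminescence tracks abundance of the self-degrading MDM2-luciferase fusion protein; higher signal means inhibition of MDM2 E3 ligase activity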
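Assay system: mammalian cells stably expressing self-ubiquitinating, self-degrading MDM2 E3–luciferase fusion. Quantity: 2000 cells in each well. Medium: DMEM culture medium. Compound dosing: single-point 5 µM. Timing: cell settling 4 h, compound treatment 2 h, both 37 °C. Technique: luciferase luminescence. Read-out basis: percent signal gain over controls, blank-subtracted. Benchmarks: plate controls and plate blanks.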
p97 inhibitor – inhibitors of human p97 ATPase, primary screen, biochemical. actives 0.42% (n = 220,000). recombinant p97 ATPase, Kinase-Glo ATP luminescence, 3 h. Transitional endoplasmic reticulum ATPase (Homo sapiens), P55072. inhibition, % at 8 µM; in the data active = inhibition above about 15%;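 note: 0% = DMSO vehicle and 100% = wells lacking enzyme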
Rad51 HR inh – human RAD51 strand exchange inhibitors, primary screen, biochemical, fluorescence | hRad51 DNA strand exchange, fluorescence dequenching | inhibition, % at 10 µM | actives 0.085% (n = 200,000);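 active = inhibition above 40% at the single screening dose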;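 note: 0% = DMSO control wells and 100% = blanks with heterologous ssDNA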
Target sequence (Q06609 whole entry, looked up): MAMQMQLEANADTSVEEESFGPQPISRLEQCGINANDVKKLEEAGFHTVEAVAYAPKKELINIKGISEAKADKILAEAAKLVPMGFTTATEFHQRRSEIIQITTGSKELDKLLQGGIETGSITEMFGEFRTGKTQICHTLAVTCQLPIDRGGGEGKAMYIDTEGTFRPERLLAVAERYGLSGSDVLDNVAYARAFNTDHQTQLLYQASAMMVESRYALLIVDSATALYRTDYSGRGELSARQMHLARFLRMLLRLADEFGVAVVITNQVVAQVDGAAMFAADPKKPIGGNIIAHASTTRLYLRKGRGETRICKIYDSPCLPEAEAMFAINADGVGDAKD
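Test system: preformed human Rad51 ssDNA filaments; also added: Donor/quencher-labelled 47-bp dsDNA substrate; doses: 10 µM final, single point; times: 37 °C 15-min filament assembly, 30-min compound preincubation, 15-min exchange; detection: FRET fluorescence dequenching, excitation 485 nm, emission 520 nm; read-out basis: Fluorescence-based percent inhibition, control- and blank-normalised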
FXIa inh 1536 – human FXIa protease inhibitors, primary screen, biochemical, 1536-well; Coagulation factor XI (Homo sapiens), P03951; purified FXIa, Boc-Glu-Ala-Arg-AMC fluorogenic substrate; inhibition, % at 5 µM; actives 0.14% (n = 220,000); AID 798, 2007;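 active = inhibition of at least 40%; inactive = inhibition below 40%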;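 note: fluorescence of freed AMC excited at 355 nm; 0% = enzyme without compound and 100% = no enzyme blank; many of its hits are not listed in these tables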
Target sequence (P03951 19-387 limits assumed): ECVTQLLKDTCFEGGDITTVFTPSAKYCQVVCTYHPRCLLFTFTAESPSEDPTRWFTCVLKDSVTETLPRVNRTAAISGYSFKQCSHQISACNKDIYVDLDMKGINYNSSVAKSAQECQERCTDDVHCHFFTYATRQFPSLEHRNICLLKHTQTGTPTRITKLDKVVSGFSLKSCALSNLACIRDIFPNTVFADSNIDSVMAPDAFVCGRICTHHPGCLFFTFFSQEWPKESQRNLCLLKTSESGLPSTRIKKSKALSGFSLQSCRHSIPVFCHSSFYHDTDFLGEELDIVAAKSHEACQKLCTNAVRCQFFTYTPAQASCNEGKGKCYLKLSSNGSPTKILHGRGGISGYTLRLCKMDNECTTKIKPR
Target sequence (P03951 388-625 limits assumed): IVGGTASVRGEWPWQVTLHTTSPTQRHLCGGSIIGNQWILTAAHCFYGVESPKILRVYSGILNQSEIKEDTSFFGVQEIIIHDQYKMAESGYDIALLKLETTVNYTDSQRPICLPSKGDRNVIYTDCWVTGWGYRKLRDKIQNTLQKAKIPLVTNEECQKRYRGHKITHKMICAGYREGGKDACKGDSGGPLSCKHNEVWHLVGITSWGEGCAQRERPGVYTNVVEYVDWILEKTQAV
14-3-3 Bad PPI – inhibitors of 14-3-3 zeta/Bad binding, primary screen, biochemical, TR-FRET, bovine 14-3-3 zeta. inhibition, % at 21.7 µM. TR-FRET 14-3-3zeta/Dy647-pBad peptide displacement, 1 h. AID 781, 2007. 14-3-3 protein zeta/delta (Bos taurus), P63103. actives 0.71% (n = 220,000);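 active = inhibition above about 70%, limit read from the data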;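 note: 0% = full 14-3-3 plus peptide FRET controls and 100% = background without 14-3-3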
* hit, by the source's call; i = inactive; nt = no result given; [ ] = dose if it differs, or a comment.

(1) Nc1nonc1-c1nc2ccccc2n1CCC(=O)O
(2) O=C(Cn1c(=O)oc2ccccc21)NC(=O)NCc1ccccc1
(3) O=C(Nc1cccnc1)Nc1ccc2c(c1)OCO2
(4) CCOc1cccc(NC(=O)C2CCCN(S(=O)(=O)c3ccc(OC)cc3)C2)c1 (stereo not drawn)
(5) O=C(CCC(=O)NNC(=O)COc1ccc(Br)cc1)NCc1ccccc1
(6) O=C(CCCCCN1C(=O)c2ccccc2C1=O)Oc1ccc2c3c(c(=O)oc2c1)CCC3
(7) O=C(C1CCN(S(=O)(=O)c2cccc3nsnc23)CC1)N1CC=C(c2ccccc2)CC1
(8) COc1ccc(S(=O)(=O)NC(CCSC)C(=O)NC2CCCCC2)cc1 (stereo not drawn)
Screen / compound no.	1	2	3	4	5	6	7	8
KLK5 inh	-4	-13	-12	-72	19	8	2	41*
Wee1 degr inh	-2	1	0	-1	-3	-3	-3	1
eIF4E 4G PPI	0	4	4	-3[fluorescence artefact?]	-2	3	-11	1
FXIIa inh	9	16	11	7	16	0	-2	34
Mdm2 ligase inh	-2	1	-16	-11	-11	-6	-14	-18
p97 inhibitor	5	0	-7	1	-5	-7	5	-7
Rad51 HR inh	-39	3	7	2	-8	-4	nt	-2
FXIa inh 1536	-3	2	2	3	11	-2	-4	27
14-3-3 Bad PPI	3	21[fluorescence artefact?]	-9[fluorescence artefact?]	9	-7	-2	11	-7

(9) CCn1c(-c2ccccc2Cl)nn(CC(=O)NCCc2ccccc2)c1=S
(10) CCOc1cc(CNc2ncn[nH]2)ccc1OCC(=O)NC(C)(C)C
(11) CC(C)(C)c1ccc(C(=O)NNC(=O)c2ccccc2Br)cc1
(12) c1nc(NC2CCCCC2)c2[nH]cnc2n1
(13) Cc1ccc(S(=O)(=O)NCC2CCC(C(=O)NCc3cccs3)CC2)cc1 (stereo not drawn)
(14) CC1Oc2ccccc2C=C1C1/C(=C(/O)c2ccccc2)C(=O)C(=O)N1CCCN(C)C (stereo not drawn)
(15) O=C(c1cc([N+](=O)[O-])cc([N+](=O)[O-])c1)N(Cc1nnc(-c2ccccc2Cl)o1)C1CC1
(16) CCCC(=O)N1CCN(c2ccc([N+](=O)[O-])cc2Cl)CC1
Screen / compound no.	9	10	11	12	13	14	15	16
KLK5 inh	-11	2	-24	1	0	-9	-2	-16
Wee1 degr inh	3	0	1	1	-1	1	0	3
eIF4E 4G PPI	-3	2	-3	1	-1	4	1	-4
FXIIa inh	0	5	-7	15	5	15	7	12
Mdm2 ligase inh	-2	-4	5	0	-10	-9	-12	-4
p97 inhibitor	-2	6	6	0	11	2	-4	5
Rad51 HR inh	8	12	-8	1	9	-3	-4	-3
FXIa inh 1536	2	-6	-15	3	-3	8	-7	4
14-3-3 Bad PPI	-9	-4	-7	-10	-16	-4	13	-16

Not a retest: entries from further up.
(7) O=C(C1CCN(S(=O)(=O)c2cccc3nsnc23)CC1)N1CC=C(c2ccccc2)CC1
(8) COc1ccc(S(=O)(=O)NC(CCSC)C(=O)NC2CCCCC2)cc1 (stereo not drawn)
(9) CCn1c(-c2ccccc2Cl)nn(CC(=O)NCCc2ccccc2)c1=S
(10) CCOc1cc(CNc2ncn[nH]2)ccc1OCC(=O)NC(C)(C)C
(11) CC(C)(C)c1ccc(C(=O)NNC(=O)c2ccccc2Br)cc1
(12) c1nc(NC2CCCCC2)c2[nH]cnc2n1
(13) Cc1ccc(S(=O)(=O)NCC2CCC(C(=O)NCc3cccs3)CC2)cc1 (stereo not drawn)
Screen / compound no.	7	8	9	10	11	12	13
KLK5 inh	2	41*	-11	2	-24	1	0
Wee1 degr inh	-3	1	3	0	1	1	-1
eIF4E 4G PPI	-11	1	-3	2	-3	1	-1
FXIIa inh	-2	34	0	5	-7	15	5
Mdm2 ligase inh	-14	-18	-2	-4	5	0	-10
p97 inhibitor	5	-7	-2	6	6	0	11
Rad51 HR inh	nt	-2	8	12	-8	1	9
FXIa inh 1536	-4	27	2	-6	-15	3	-3
14-3-3 Bad PPI	11	-7	-9	-4	-7	-10	-16

Following part:
(17) O=C(N/N=C/c1ccccc1C(=O)O)c1ccccc1Br
(18) CCOC(=O)C1=C(N)Oc2c(oc(CO)cc2=O)C1c1c(F)cccc1Cl (stereo not drawn)
(19) O=c1nc(N(c2ccccc2)c2ccccc2)[nH]c(=O)[nH]1
(20) O=C(Oc1ccc(Cl)c2cccnc12)N1CCCCCC1
(21) c1ccc(-c2c3ccccc3nc3[nH]c4ccccc4c23)cc1
(22) Cc1nn2c(NCCCN(C)C)c3c(nc2c1-c1ccccc1)CCCC3
(23) Cc1ccccc1OCCNC(=O)c1ccc2ccccc2n1
(24) O=C(Nc1cccc(C(F)(F)F)c1)Oc1ccc(Cl)c2cccnc12
Screen / compound no.	17	18	19	20	21	22	23	24
KLK5 inh	60*	-8	-1	-7	-10	-14	-7	-17
Wee1 degr inh	-2	0	-1	0	-2	-2	9.6*	-1
eIF4E 4G PPI	-1	5	1[fluorescence artefact?]	-5	0[fluorescence artefact?]	9	11	5
FXIIa inh	25	10	1	9	7	0	-6	6
Mdm2 ligase inh	-22	-17	-18	5	nt	-10	4	-14
p97 inhibitor	0	4	6	0	2	6	-10	10
Rad51 HR inh	-4	-5	-7	-12	-4	-28	-5	-16
FXIa inh 1536	62*	5	0	3	1	-10	-5	5
14-3-3 Bad PPI	8	-1[fluorescence artefact?]	1[fluorescence artefact?]	-6	-1	2	6	-10

(25) COc1ccc(CNC(=O)/C(C#N)=C2\N=C(NC(=O)c3cccs3)c3ccccc32)cc1
(26) Cc1ccc(S(=O)(=O)N2CCN(S(=O)(=O)N3CCOCC3)CC2)cc1C
(27) O=C1c2cccnc2C(=O)N1Cc1cccs1
(28) COc1ccc(OCC(=O)Nc2ccccc2-c2ccccc2)cc1
(29) O=C(Cc1n[nH]c(=O)c2ccccc12)NCc1ccccn1
(30) CN(C)Cc1cccc([N+](=O)[O-])c1O
(31) COc1cc(CNCC(O)c2ccccc2)ccc1OCc1ccc(Cl)nc1 (stereo not drawn)
(32) O=S(=O)(NCCc1ccncc1)c1ccccc1
Screen / compound no.	25	26	27	28	29	30	31	32
KLK5 inh	-16	1	-9	2	2	3	-7	2
Wee1 degr inh	1	-1	-1	0	-2	1	1	0
eIF4E 4G PPI	-2	1[fluorescence artefact?]	1	3	9	0	-3	-5
FXIIa inh	9	14	12	8	19	7	1	10
Mdm2 ligase inh	-6	-14	-17	-4	8	-37	-5	-2
p97 inhibitor	1	2	1	-12	-2	5	0	6
Rad51 HR inh	-9	0	3	-4	-5	18	-1	4
FXIa inh 1536	-1	0	8	8	1	2	-2	11
14-3-3 Bad PPI	-34	9[fluorescence artefact?]	7	4	6	3	13	10[fluorescence artefact?]

(33) COCCNC(=O)c1ccccc1NC(=O)Cc1ccccc1[N+](=O)[O-]
(34) CCn1c(C)nc2cc(C(=O)NNC(=O)c3ccc(Cl)nc3)ccc21
(35) Cc1ccc(C(=O)N2CCN(c3ccc(C(F)(F)F)cn3)CC2)c(C)c1
(36) COc1cccc(C(=O)Nc2ccc(NC(=O)C(C)C)nc2)c1
(37) CC(NCCO)C(=O)C12CC3CC(CC(C3)C1)C2 (stereo not drawn)
(38) O=C(CSc1ccccc1)NCCSCc1ccccc1
(39) CCCCc1cc(=O)oc2c(CN(C)C)c(O)c(Cl)cc12
(40) Cc1cc2nnc(SCC(=O)N3CCOCC3)n2c2ccccc12
Screen / compound no.	33	34	35	36	37	38	39	40
KLK5 inh	nt	-7	0	4	2	-8	i	9
Wee1 degr inh	-1	1	1	3	5	0	-1	0
eIF4E 4G PPI	6	-3	2	1	10	2	nt	1
FXIIa inh	5	2	1	6	5	-5	-80	10
Mdm2 ligase inh	-17	-7	-17	-14	-16	-4	-5	-6
p97 inhibitor	5	6	-8	-2	8	0	6	3
Rad51 HR inh	nt	2	2	1	-3	1	1	6
FXIa inh 1536	-1	-4	-11	6	-2	-4	-30	0
14-3-3 Bad PPI	5	-4	-5	37	0	-2[fluorescence artefact?]	nt	0

(41) CCCc1c(C(=O)N2CCN(c3ccccc3OC)CC2)cnn1-c1ccccc1
(42) C/C(=N\NC1=NCCN1)c1ccccc1
(43) Cc1cc(C)c2nc(C)cc(Nc3ccc(C(=O)NCCO)cc3)c2c1
(44) CC(=O)NC(CCS(C)(=O)=O)C(=O)N1CCc2ccccc21 (stereo not drawn)
(45) O=C(O)CNc1nc(Cl)ccc1[N+](=O)[O-]
(46) COc1ccc(N2CCN(C(=O)CN(c3ccccc3)S(C)(=O)=O)CC2)cc1
(47) O=c1oc2ccccc2cc1-c1ccc(O)cc1
Screen / compound no.	41	42	43	44	45	46	47
KLK5 inh	-3	1	-1	-14	2	-23	-14
Wee1 degr inh	0	0	-2	2	5	0	4
eIF4E 4G PPI	1	-1	1	-13[fluorescence artefact?]	0	1	3[fluorescence artefact?]
FXIIa inh	-4	6	9	-27	18	-11	5
Mdm2 ligase inh	-18	-12	-11	-3	-5	-17	-2
p97 inhibitor	3	5	7	3	-2	3	3
Rad51 HR inh	21	-15	23	10	3	-3	1
FXIa inh 1536	0	2	-5	-15	14	-15	12
14-3-3 Bad PPI	0	-16	2	0[fluorescence artefact?]	7	-15[fluorescence artefact?]	-3

Source: PubChem BioAssay
